Source: PubChem (The Scripps Research Institute Molecular Screening Center)
TEAD-YAP block = TEAD-YAP interaction inhibition; HEK-TIYL cells, TEAD-Gal4/YAP UAS-luciferase luminescence; inhibition, % at 9.12 µM; hit rate 1.4% among 640,000; AID 1259422; in the data active = inhibition above about 32%;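 also: 0% = median of test compound wells and 100% = reference inhibitor wells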
FBW7 activator = human FBW7 E3 ligase activation, primary screen; hit rate 0.13% among 650,000; AlphaScreen FBW7–phospho-cyclin E peptide binding, activator screen; Q969H0; normalized activity (activation), % at 26.1 µM; in the data active = normalized activity above about 1.9%;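 also: purified mutant Fbw7 with reduced substrate affinity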
GPR151 activ = activates the human receptor GPR151 | Q8TDV0 | PathHunter beta-arrestin GPR151 cells, luminescence | activation, % at 11.2 µM | hit rate 1% among 650,000; in the data active = activation above about 4.9%;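 also: 0% = median of compound wells and 100% = cells with positive control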
Target sequence (Q8TDV0 whole entry, looked up): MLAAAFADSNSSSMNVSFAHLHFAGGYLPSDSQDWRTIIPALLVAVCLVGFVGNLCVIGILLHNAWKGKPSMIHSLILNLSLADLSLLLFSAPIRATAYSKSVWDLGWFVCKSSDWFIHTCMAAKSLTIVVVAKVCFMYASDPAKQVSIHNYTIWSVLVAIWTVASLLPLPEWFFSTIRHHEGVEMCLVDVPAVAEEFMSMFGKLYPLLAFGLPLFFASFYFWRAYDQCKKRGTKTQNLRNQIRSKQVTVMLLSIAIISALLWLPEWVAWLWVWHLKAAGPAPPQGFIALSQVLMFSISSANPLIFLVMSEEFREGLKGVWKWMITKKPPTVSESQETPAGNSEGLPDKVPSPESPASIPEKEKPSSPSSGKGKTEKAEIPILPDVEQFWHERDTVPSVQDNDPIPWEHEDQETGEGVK
MITF inh = blocks human microphthalmia-associated transcription factor; AlphaScreen MITF homodimerization, bead proximity signal; inhibition, % at 2.6 µM; hit rate 0.91% among 650,000; in the data active = inhibition above about 50%;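 also: 0% = vehicle wells with protein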
Target sequence (O75030 whole entry, looked up): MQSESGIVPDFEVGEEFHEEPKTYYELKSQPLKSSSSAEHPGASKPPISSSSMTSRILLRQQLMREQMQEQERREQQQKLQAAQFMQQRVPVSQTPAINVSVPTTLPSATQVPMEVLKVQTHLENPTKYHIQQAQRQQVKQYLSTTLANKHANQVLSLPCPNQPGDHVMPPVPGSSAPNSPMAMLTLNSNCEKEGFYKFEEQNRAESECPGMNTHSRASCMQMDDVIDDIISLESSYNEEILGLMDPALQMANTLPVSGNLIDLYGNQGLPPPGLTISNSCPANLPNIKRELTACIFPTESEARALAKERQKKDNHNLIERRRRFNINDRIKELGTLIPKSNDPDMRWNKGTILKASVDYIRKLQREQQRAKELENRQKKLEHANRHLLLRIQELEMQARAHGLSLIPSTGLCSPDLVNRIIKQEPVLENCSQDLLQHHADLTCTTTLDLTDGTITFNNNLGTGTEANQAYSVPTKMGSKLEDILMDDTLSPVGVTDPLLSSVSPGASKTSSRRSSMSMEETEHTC
* marks the source's active call; other numbers are inactive results; / = not tested or not shown.

SMILES | TEAD-YAP block | FBW7 activator | GPR151 activ | MITF inh
CCCCC/C=C\C/C=C\C/C=C\C/C=C\CCCC(=O)O[C@H](COCCCCCCCCCCCCCCCC)COP(=O)(O)OCC[N+](C)(C)C | / | / | 0.8 | -11.6
O=c1c(-c2nc3ccccc3s2)coc2c(CN3CCCCC3)c(O)ccc12 | 17.7 | -0.3 | 3.0 | 17.1
Cc1ccc(C2CC(c3cccs3)=NN2C(=O)CSc2nnc(CNC(=O)c3cccc([N+](=O)[O-])c3C)n2Cc2ccccc2)cc1 (stereo unspecified) | -14.7 | 0.0 | 0.6 | 1.6
O=C1C2CCCCN2C(=S)N1c1ccc(Cl)cc1 (stereo unspecified) | 1.7 | -0.1 | -0.2 | -8.3
Cc1ccc(C(=O)Cn2cnc(-c3ccc(F)cc3)cc2=O)c(C)c1 | -5.5 | -0.1 | -0.8 | -3.2
CCOC(=O)c1c(NC(=S)NCc2ccccc2)sc2c1CCC(C(C)(C)C)C2 (stereo unspecified) | 2.0 | -0.1 | -0.6 | 11.9
CNC(=O)C1Cc2ccccc2N1C(=O)Nc1ccccc1 (stereo unspecified) | 6.4 | -0.1 | -1.4 | 9.0
COc1cccc(CC(=O)Nc2cnc3cnc(-c4ccc(N)cc4)cn23)c1 | -5.0 | 0.0 | 0.4 | 16.1
CCCOc1ccc(N2C(=O)CC(NCC(=O)OCC)C2=O)cc1 (stereo unspecified) | -8.3 | 0.0 | 2.3 | 6.8
COc1ccc(/C=C(\NC(=O)c2ccccc2Br)C(=O)N2CC3CC(C2)c2cccc(=O)n2C3)cc1OC (stereo unspecified) | -10.4 | 0.3 | -1.1 | 5.3
Cc1ccccc1-c1nnc(NC(=O)c2ccc(C(C)(C)C)cc2)s1 | -2.8 | 0.5 | 0.1 | 0.6
CC(C)(C)C1CCc2c(sc(NC(=O)c3cccs3)c2C(=O)N2CCCC2)C1 (stereo unspecified) | -4.7 | -0.1 | 1.1 | -4.5
N=C1C(c2nc3ccccc3s2)=C(O)CN1CCOCCO | 4.4 | 0.1 | 0.0 | 0.9
CCOC(=O)C1=C(O)/C(=C/c2ccc(OCC)c(OCC)c2)SC1=Nc1ccc(OCC)cc1 | -6.2 | 0.1 | -1.0 | 13.5
CC(C)c1nc2ccccc2c2nn(CC(=O)NC34CC5CC(CC(C5)C3)C4)c(=O)n12 | 12.4 | 0.0 | -0.5 | -9.1
COc1ccc(OC(C)C(=O)Nc2cc(OC)c(Cl)cc2OC)cc1 (stereo unspecified) | -8.6 | 0.2 | 1.3 | 3.0
CCC(Sc1nc2ccsc2c(=O)n1NC(=O)c1cccc(OC)c1)C(=O)Nc1cccc(C)c1 (stereo unspecified) | -37.4 | 0.0 | -0.3 | -0.5
COC(=O)c1cccc(NC(=O)c2ccc(Cl)cc2)c1 | -58.3 | -0.2 | -1.2 | 5.1
CCN(CC)CCNC(=O)c1cc(Sc2nnc(C)s2)nc2ccccc12 | -7.0 | -0.3 | 0.8 | -3.4
c1ccc(OCCNc2ccnc(N3CCN(c4ccccn4)CC3)n2)cc1 | 0.4 | 0.0 | -1.1 | 1.1
CCCCNC(=O)CSc1nc2sc(C(=O)OCC)c(C)c2c(=O)n1Cc1ccccc1OC | -3.1 | 0.0 | 1.9 | -10.1
Cc1cc(C)cc(C(=O)N2c3ccccc3N3C(c4c(C)c(C)cc(C)c4C)=NON23)c1 | -3.8 | 0.3 | 0.3 | 7.1
O=S(=O)(c1ccc(Cl)cc1)n1c(SCc2cccc(F)c2)nc2ccccc21 | -100.1 | 0.0 | -1.8 | -6.7
CC(C)(C)c1ccc(C2C(C#N)=C(N)N(c3ccccc3F)C3=C2C(=O)CCC3)s1 (stereo unspecified) | 0.6 | 0.5 | -0.5 | -0.1
CCCN(CCC)c1ccc(/C=C2N=C(/C=C/c3ccccc3)OC/2=O)cc1 | 9.8 | -0.1 | 1.3 | 12.9
Cc1ccc(NC(=O)C2OC3OC(C)(C)OC3C3OC(C)(C)OC23)cc1 (stereo unspecified) | -4.0 | 0.0 | -0.4 | 4.4
CCOc1ccc(C(=O)NCC(C)C)cc1Cl | -13.5 | 0.1 | 0.4 | 5.4
CCC(=O)N(CCCN1C(=O)c2cccc3cccc(c23)C1=O)c1ccc(C(C)(C)C)cc1 | 7.5 | 0.2 | 0.6 | 5.2
O=C(Nc1nnc(C23CC4CC(CC(C4)C2)C3)s1)c1cc(Cl)ccc1[N+](=O)[O-] | -5.3 | -0.2 | 0.1 | -4.8
CN(C(=O)c1cccs1)c1ccc(C(O)(C(F)(F)F)C(F)(F)F)cc1C(O)(C(F)(F)F)C(F)(F)F | -3.0 | -0.2 | -0.3 | 4.0
COc1ccc(C(=O)N(CC(C)C)CC(C)C)cc1OC | -0.8 | -0.2 | 0.1 | -10.2
O=C(c1ccc(Oc2ccc(C(F)(F)F)cc2[N+](=O)[O-])cc1)N1CCOCC1 | 2.9 | 0.8 | 0.2 | 7.7
O=C(NCC(c1cccs1)S(=O)(=O)c1ccc(F)cc1)C(=O)NC1CCCCC1 (stereo unspecified) | 2.0 | 0.0 | 0.4 | 9.9
Cn1c(NCCc2ccccc2)nc2c1c(=O)n(Cc1ccc(F)cc1)c(=O)n2C | -2.2 | 0.5 | -1.6 | -6.6
CCCn1c(=O)[nH]c2c(C(N)=O)nc(-c3ccccc3Cl)nc21 | -5.8 | 0.0 | 0.2 | 2.3
C/C(CCc1ccccc1)=N\NC(=O)CNc1cccc(Br)c1 | 0.7 | 0.0 | -0.4 | -5.5
Cc1ccc(N2CC(NC(=O)NCc3cccs3)CC2=O)cc1 (stereo unspecified) | -2.0 | -0.1 | -1.0 | -8.3
O=C(NCc1ccccc1)c1ccc(Cl)cc1[N+](=O)[O-] | -11.2 | -0.2 | -0.3 | -6.7
CC1=C(C(=O)Nc2ccc(C)cc2C)C(c2ccc([N+](=O)[O-])cc2)n2ncnc2N1 (stereo unspecified) | 0.5 | -0.1 | 0.4 | -8.3
O=C(NC1(C(F)(F)F)NC(=O)N(Cc2ccccc2)C1=O)c1ccccc1Cl (stereo unspecified) | 1.4 | 0.0 | 2.6 | -2.3

Shown in CSV form: 2 of the compounds above.
SMILES,TEAD-YAP block,FBW7 activator,GPR151 activ,MITF inh
CCCn1c(=O)[nH]c2c(C(N)=O)nc(-c3ccccc3Cl)nc21,-5.8,0.0,0.2,2.3
C/C(CCc1ccccc1)=N\NC(=O)CNc1cccc(Br)c1,0.7,0.0,-0.4,-5.5

Compounds shown so far with a tert-butyl group, in the order listed:
SMILES | TEAD-YAP block | FBW7 activator | GPR151 activ | MITF inh
CCOC(=O)c1c(NC(=S)NCc2ccccc2)sc2c1CCC(C(C)(C)C)C2 (stereo unspecified) | 2.0 | -0.1 | -0.6 | 11.9
Cc1ccccc1-c1nnc(NC(=O)c2ccc(C(C)(C)C)cc2)s1 | -2.8 | 0.5 | 0.1 | 0.6
CC(C)(C)C1CCc2c(sc(NC(=O)c3cccs3)c2C(=O)N2CCCC2)C1 (stereo unspecified) | -4.7 | -0.1 | 1.1 | -4.5
CC(C)(C)c1ccc(C2C(C#N)=C(N)N(c3ccccc3F)C3=C2C(=O)CCC3)s1 (stereo unspecified) | 0.6 | 0.5 | -0.5 | -0.1
CCC(=O)N(CCCN1C(=O)c2cccc3cccc(c23)C1=O)c1ccc(C(C)(C)C)cc1 | 7.5 | 0.2 | 0.6 | 5.2

The listing continues:
SMILES | TEAD-YAP block | FBW7 activator | GPR151 activ | MITF inh
CCOC(=O)c1c(C)[nH]c(C)c1C(=O)COC(=O)/C=C/c1cccs1 | 6.7 | 0.0 | 1.7 | 8.0
Cn1cc(CNC(=O)CCN2Cc3ccccc3OC(c3ccccc3F)C2)cn1 (stereo unspecified) | 9.2 | 0.0 | 0.2 | 5.2
Cc1ccc(C2N=C(c3ccc(Br)cc3)CC(c3cc(Br)ccc3O)N2)c(C)c1 (stereo unspecified) | 3.6 | 0.0 | 1.1 | -2.7
CCCCOc1ccc(NC(=O)CSc2nnnn2C)cc1 | -3.0 | 0.1 | 0.3 | -8.7
O=C1C=CC(=O)N1c1ccc(Oc2ccc(Br)cc2)cc1 | 1.9 | -0.2 | -0.4 | 0.4
Cc1[nH]n(-c2ccccc2)c(=O)c1C=Nc1ccc(S(=O)(=O)Nc2nccs2)cc1 | 4.0 | 0.0 | 0.7 | 10.1
COc1ccccc1CNC(=O)C(NS(=O)(=O)c1cccs1)C(C)C (stereo unspecified) | -0.8 | -0.1 | 1.4 | 1.0
CC(=O)Nc1cccc(-c2nnc(-c3ccccc3)o2)c1 | -35.9 | 0.6 | -2.5 | 15.5
NC(=O)c1cncc(-c2cccc3c2OC(CNC(=O)C2CCCO2)C3)c1 (stereo unspecified) | 10.4 | 0.2 | -1.0 | 4.5
COc1cccn2c(C(=O)N3CC(C)OC(C)C3)c(C(F)(F)F)nc12 (stereo unspecified) | -3.4 | 0.4 | 1.4 | 9.2
CCCN(CCC)c1ccc2nonc2c1[N+](=O)[O-] | -7.5 | -0.5 | -1.9 | -2.6
CCCCN(C)c1nnc(NC(=O)Nc2ccccc2C(F)(F)F)s1 | -1.3 | 0.1 | -0.2 | -9.2
CC(=O)Nc1cccc(NC(=O)C2CCCN2/C=C/C(=O)C(F)(F)F)c1 (stereo unspecified) | -1.6 | 0.0 | -1.2 | -9.6
CCCCNc1ccc(S(=O)(=O)N2CCOCC2)cc1[N+](=O)[O-] | 2.6 | -0.1 | 0.4 | -1.4
O=C(c1sc2cc([N+](=O)[O-])ccc2c1Cl)N1c2ccccc2CCc2ccccc21 | -10.7 | 0.8 | -0.2 | 12.2
CC(C)NC(=O)C1CCN(C2CCN(Cc3cc(C(C)C)n[nH]3)CC2)CC1 | -4.1 | -0.1 | -0.7 | -4.8
Cc1ccc(NS(=O)(=O)c2ccc3c(c2)C(C)(C)C(=O)N3C)cc1F | 1.1 | -0.1 | 0.1 | 4.1
O=C(/C=C/c1cccs1)Nc1onc2c1CCCC2 | -51.0 | 0.1 | -0.7 | -9.8
Fc1cc(Cl)ccc1NC1=NCCCCC1 | 8.0 | -0.2 | 0.4 | 3.3
CC1Cc2ccccc2N1C(=O)Cn1nnc2ccccc2c1=O (stereo unspecified) | -7.8 | -0.2 | -0.2 | 4.9
Cc1ccc(NC(=O)c2ccc(SCC(=O)O)c([N+](=O)[O-])c2)cc1 | -29.6 | 0.6 | -0.8 | -6.0
CC(C)(C)NC(=O)C(c1cccs1)N(CCc1ccccc1)C(=O)c1csnn1 (stereo unspecified) | -1.4 | 0.2 | -0.5 | 26.0
COc1cccc(-n2nc(C)c(CCC(=O)O)c2C)c1 | 3.9 | -0.1 | 0.7 | -5.5
Cc1cc(C(=O)NCc2cc(C)n(C)n2)sc1-c1ccccc1 | 14.6 | 0.1 | 0.4 | 15.4
O=c1[nH]c2cc3ccccc3cc2nc1Cc1ccc(F)cc1 | 26.5 | 0.1 | 2.0 | 11.5
CC1=C(C(=O)Nc2ccccc2C)C(c2ccccc2Cl)C(C#N)=C(SCC(N)=O)N1 (stereo unspecified) | 4.3 | -0.1 | 2.4 | 4.9
O=C(CN1C(=O)c2ccc([N+](=O)[O-])cc2C1=O)Nc1ccccc1O | -8.5 | 0.0 | 0.7 | -3.0
CC(C)OCC1CC(CC(=O)Nc2cccc([N+](=O)[O-])c2)C(=O)O1 (stereo unspecified) | 8.0 | -0.1 | 1.8 | 1.2
COC(=O)c1ccc(C2C3=C(CC(C)(C)CC3=O)c3onc(N)c32)cc1 (stereo unspecified) | -2.8 | -0.1 | 3.0 | -0.7
COc1ccc(NC(=O)CSCC#N)cc1 | 4.3 | 0.9 | -2.4 | 18.7
O=c1oc(/C=C/c2cccc([N+](=O)[O-])c2)nc2ccc(Br)cc12 | -6.4 | 0.6 | -1.2 | -2.0
Cc1ccc(C2=N/C(=C\c3ccc4ccccc4c3)C(=O)O2)cc1 | 9.3 | -0.1 | 2.0 | -7.4
O=C(Nc1cccc(Cl)c1)C1C2C=CC3(O2)C1C(=O)N(CC1COc2ccccc2O1)C3C(=O)NC1CCCCC1 (stereo unspecified) | 1.2 | 0.0 | 0.0 | -3.8
c1ccc(-c2ccc3cnc(Nc4ccc(-n5cnc(N6CCOCC6)n5)cc4)nc3c2)cc1 | -3.1 | -0.1 | 0.4 | 16.1
CC(OC(=O)c1ccc([N+](=O)[O-])o1)c1nc2ccccc2s1 (stereo unspecified) | 4.1 | -0.1 | 2.0 | 6.3
N#C/C(=C/c1cc2c(cc1Br)OCO2)C(=O)NC1CCCCC1 | -5.4 | -0.5 | 0.5 | -4.1
Cc1cccn2c(=O)c(C=C(C#N)C#N)c(N3CCCCC3)nc12 | 5.4 | -0.1 | 0.3 | -0.1
Cc1ccc(NC(=O)c2ccc(Sc3ccccc3Cl)c([N+](=O)[O-])c2)c(C)c1 | -1.5 | -0.1 | -0.1 | -2.1
O=C(O)CC(NS(=O)(=O)c1ccc(Br)cc1)c1cccs1 (stereo unspecified) | -0.8 | -0.1 | 2.4 | -7.2
Cc1ccc(/C=N/N=C2/NC(=O)C(CC(=O)Nc3ccccc3C)S2)o1 (stereo unspecified) | -3.0 | 0.0 | 1.2 | 5.2
COCCNC(=O)CNC(=S)N(Cc1ccc(F)cc1)C1CCCCC1 | -0.5 | 0.7 | -1.0 | -1.0
CCC(C)NC(=O)c1cc(-c2cccs2)on1 (stereo unspecified) | -62.7 | 0.0 | 1.5 | -0.8
CN1CCc2cc(CNC3CCN(c4ccc(C(=O)NC5CCCC5)cc4)CC3)ccc21 | -1.1 | -0.7 | -1.0 | -14.7
O=C(NCc1ccco1)c1nn2c(c1Cl)NC(c1ccc(F)cc1)CC2C(F)(F)F (stereo unspecified) | 11.6 | 0.1 | 0.2 | -5.1
Cc1cc2c(cc1S(=O)(=O)N1CCOCC1)n(C)c(=O)c(=O)n2C | -0.1 | 0.0 | -1.1 | -16.9
